# Compound activity deposited in PubChem BioAssay by National Center for Advancing Translational Sciences (NCATS).
# KB-3-1 cytotox: qHTS assay for MDR1-selective chemotherapeutics: Primary screen using the parental adenocarcinoma cell KB-3-1 | KB-3-1 viability, CellTiter-Glo ATP luminescence, 72 h | Potency, µM (highest dose often 46.1 µM), for the others: at the highest dose activity change, negative = cytotoxic, most hits filed as cytotoxic | 400,000 compounds, 1.4% hits; note: potency is the fitted concentration of half-maximal effect; % is set by controls: 0 for no effect and ±100 for the full control effect; nearly all actives have a fitted effect of over 60% in size
#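 Luminescent ATP read-out (CellTiter-Glo) measures survival of drug-naive KB-3-1 cells after 72 h compound exposure at 37 °C. Titration series was screened from lowest to highest concentration, with DMSO vehicle plates as background controls.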
# KB-V1 MDR tox: qHTS assay for MDR1-selective chemotherapeutics: Primary screen using the drug-selected MDR subline cells KB-V1 | 400,000 compounds, 3.4% hits | KB-V1 MDR cells viability, CellTiter-Glo, 72 h | Potency, µM (titrated, usually from 46.1 µM), for the others: at the highest dose activity change, negative = cytotoxicity, usual class: cytotoxic; note: potency is the fitted concentration of half-maximal effect; % is set by controls: 0 for no effect and ±100 for the full control effect; nearly all actives have a fitted effect of over 60% in size
#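 Cytotoxicity via CellTiter-Glo luminescence after 72 h compound exposure at 37 degrees C. Cells: drug-selected KB-V1 line, DMEM phenol-red free plus 10% FBS. Compounds tested at multiple concentrations; normalized data fitted to concentration-effect curves.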
# DRD3 agonist: qHTS of D3 Dopamine Receptor Agonist: qHTS. D(3) dopamine receptor (Homo sapiens), P35462. D3R DiscoveRx beta-arrestin cells, luminescence, 90 min. max activation, %. 410,000 compounds, 0.58% hits; in the data active = max activation above about 30%; note: 0% is about no effect; mostly tested at two doses, the higher about 12 µM
# Target sequence (P35462 whole entry, looked up): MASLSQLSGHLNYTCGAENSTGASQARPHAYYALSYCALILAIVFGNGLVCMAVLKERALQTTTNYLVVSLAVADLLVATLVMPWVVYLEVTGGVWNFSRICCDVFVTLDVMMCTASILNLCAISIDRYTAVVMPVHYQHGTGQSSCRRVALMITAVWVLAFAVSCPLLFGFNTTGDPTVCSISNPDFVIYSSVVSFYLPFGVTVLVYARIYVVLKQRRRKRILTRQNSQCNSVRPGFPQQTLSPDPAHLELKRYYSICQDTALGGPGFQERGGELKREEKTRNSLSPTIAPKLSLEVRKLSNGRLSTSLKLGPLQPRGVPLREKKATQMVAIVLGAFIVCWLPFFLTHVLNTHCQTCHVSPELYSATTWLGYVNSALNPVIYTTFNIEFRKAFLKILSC
#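 Cells at 1500/well, incubated overnight, then treated with pinned compounds (dopamine as control) for 90 min at 37 degrees C. DiscoveRx reagent added for 30 - 60 minutes at room temperature; luminescence read.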
# * = called active by the depositor; u = inconclusive. Unless noted, calls come from the whole dose curve; as a rule, active = well fitted cell-killing curve with a large enough effect; inconclusive = small, poorly fitted or top-dose-only effect, or effect the other way; inactive = flat fitted curve, though single readings scatter. Some of the compounds tested; rates above refer to the full screens.
SMILES,KB-3-1 cytotox,KB-V1 MDR tox,DRD3 agonist
CC(C)c1ccc2occ(CC(=O)Nc3cccc(C(F)(F)F)c3)c2c1,-5.5%,u,-7.9
CCCOc1ccc(C(=O)Nc2ccc(-c3cc4ccccc4oc3=O)c(C)c2)cc1,10.3µM*,u,3.6
CN(C)CCN(Cc1ccco1)C(=O)c1oc2ccccc2c1NC(=O)c1cccc(F)c1,-18.9%,-22.0%,-33.2
CCC(=O)Nc1ccc2nc(SCCOc3cccc(C)c3)sc2c1,-14.7%,-13.6%,-9.8
COC(=O)c1ccccc1NC(=O)C1=CC(c2ccc(C)cc2)=NS(=O)(=O)N1C,6.4%,-2.9%,2.4
Cc1c(C)n(C)c2ccc(C(=O)NCc3cccc(F)c3)cc12,7.5%,0.5%,-6.9
O=C(Nc1ccc(Cl)cc1C(F)(F)F)c1cc(S(=O)(=O)N2CCOCC2)ccc1F,0.0%,-24.8%,-24.7
NC(=O)C1CCN(C(=O)c2ccc(NC(=O)c3nsc4ccccc34)cc2)CC1,1.6%,17.7%,5.3
Cc1cccc(-c2nc3ccccc3n3c(-c4ccccc4)c4c(=O)n(C)c(=O)n(C)c4c23)c1,3.2%,4.7%,-3.7
CCOC(=O)c1ccc(NC(=O)Cn2cc(C(=O)C3CC3)c3ccccc32)cc1,1.3%,11.4%,-2.4
CC(C)NC(=O)CN1C(=O)CCn2nc(-c3cn(C)c4ccccc34)cc21,-12.2%,1.5%,-11.2
CCCn1ccc2c(OCC(=O)NCc3ccccc3Cl)cccc2c1=O,-9.0%,0.0%,4.3
COc1ccc(N2CCN(c3nc(-c4ccccc4F)nc4ccccc34)CC2)cc1,-3.5%,-19.2%,6.4
CCc1ccc(S(=O)(=O)Nc2ccc3c(c2)n(C)c(=O)c(=O)n3C)cc1,-27.2%,-5.4%,5.8
CC1CCN(c2nc(-c3ccc(Br)cc3)nc3ccccc23)CC1,2.2%,16.9%,-16.2
Fc1ccc(-n2ncc3c(N4CCC(Cc5ccccc5)CC4)ncnc32)cc1,13.1%,u,7.6
CN(c1nnc(NC(=O)Nc2ccccc2C(F)(F)F)s1)C1CCCCC1,-14.5%,-18.2%,-16.0
CC(=O)Nc1cccc(Nc2nc3ccccc3n3c(C)nnc23)c1,-22.7%,-23.9%,8.2
COc1ccc(C(=O)NCCc2sc(-c3cccc(F)c3)nc2C)cc1,-1.8%,-14.3%,1.3
CC(=O)c1ccc(N2CCN(c3ncnc4c3cnn4-c3cc(Cl)ccc3C)CC2)cc1,u,-1.8%,27.9
CCOc1ccc(CCNC(=O)CSc2n[nH]c(-c3ccccc3)n2)cc1OCC,1.5%,21.5%,4.2
C=Cc1ccc(CSc2nc(-c3ccccc3C)nc3c2Cc2c(CO)cnc(C)c2O3)cc1,5.1%,-8.7%,2.6
COc1ccc(OC)c(NC(=O)Cc2c(C)n(C(=O)c3ccc(Cl)cc3)c3ccc(OC)cc23)c1,u,u,-8.8
COc1ccc(N2CCN(C(=O)c3cccc(-n4c(C)nc5cccnc54)c3)CC2)cc1,-7.2%,-12.4%,7.7
O=C(NCc1ccccc1)c1cc(-c2cccc(Cl)c2)on1,-1.4%,15.9%,-11.1
Cc1ccc(S(=O)(=O)N2CCCc3cc(NS(=O)(=O)c4ccc(F)c(C)c4)ccc32)cc1,u,u,3.3
Cc1ccc(C)c2sc(N3CCN(C(=O)C(C)(C)C)CC3)nc12,-1.1%,-7.7%,-10.0
Cc1ccc(-c2nc(S(=O)(=O)c3ccc(C)cc3)c(N3CCN(c4ccccc4)CC3)o2)cc1,-0.3%,-15.0%,-14.7
Cc1oc(-c2cccc(Br)c2)nc1CN1CCC(C(=O)NCc2ccccc2)CC1,-4.8%,6.5%,-21.1
CNc1nc2c(c(=O)n(C)c(=O)n2C)n1CC(O)COc1ccc(OC)cc1 (stereo not given),u,-44.7%,0.7
CCCc1cnc2c(c1SCC(=O)Nc1ccc(C)c(Cl)c1)c(=O)n(C)c(=O)n2C,-19.0%,u,-3.3
Cc1sc2c(c1C)c(=O)n(CCc1ccccc1)c(=O)n2Cc1ccc(F)cc1,-3.0%,3.7%,-4.7
CCNc1cc(N2CCN(C3CCCCC3)CC2)c2noc3c2c1C(=O)c1ccccc1-3,22.2%,16.2%,-11.6
Cc1cc(C)c2c(n1)SCCN2C(=O)Nc1ccc(C(=O)Nc2ccc(C(C)C)cc2)cc1,0.1%,9.7%,2.8
COc1ccc(NC(=O)C2CCC(CNS(=O)(=O)c3ccc(Br)s3)CC2)cc1OC (stereo not given),0.6%,0.0%,4.8
CCN(CCCNC(=O)c1nn(-c2ccc(OC)c(Cl)c2)c(=O)c2c1c1ccccc1n2C)c1cccc(C)c1,-11.1%,0.0%,-6.3
CCOC(=O)c1c(C)n(-c2ccccc2)c2ccc(OC(=O)c3c(F)cccc3F)cc12,1.0%,2.6%,-12.7
CCc1ccccc1OCCSc1nc(-c2cccs2)nc2cc(=O)[nH]n12,-16.6%,-1.4%,-1.6
CC(C)Oc1ccc(NC(=O)c2cc3ccccc3o2)cc1,0.0%,-20.9%,-28.8
CCC1=Nc2cc(C(=O)NC3CCCC3)ccc2Sc2ccc(Cl)cc21,5.8µM*,2.91µM*,-13.7
CCOCCCNC(=O)c1c(NC(=O)c2cc(=O)c3ccccc3o2)sc2c1CCC2,1.2%,-17.5%,-3.2
CCCCNC(=O)C1CCCN(Cc2nc(-c3ccc(Cl)cc3)oc2C)C1 (stereo not given),-24.1%,-11.6%,-25.6
CCC(C(=O)Nc1ccccc1OC)n1nc(C)c2sc3ccccc3c2c1=O (stereo not given),-2.8%,-11.7%,2.2
COc1cc(NC(=O)COCc2cc(-c3ccc4c(c3)OCO4)on2)cc(OC)c1,-15.3%,-0.6%,-7.3
O=C(C1CCN(S(=O)(=O)Cc2ccccc2)CC1)N1CCN(c2cccc(C(F)(F)F)c2)CC1,-3.8%,27.3%,-1.1
Cc1ccc(OCc2nc(-c3ccc(C(=O)N4CCN(c5ccccc5)CC4)cc3)oc2C)cc1,-13.6%,-18.8%,0.7
O=C(c1cccc(Cl)c1)n1nc(-c2ccco2)nc1NCc1cccs1,u,-11.2%,4.7
CNC(=O)C1CCN(C(=O)N2CC(C)Oc3ccc(Cl)cc32)CC1 (stereo not given),0.2%,4.3%,4.9
CCN(CC)c1ccc(NS(=O)(=O)c2ccc(-c3cnc(C4CC4)o3)cc2)c(C)c1,-1.2%,16.1%,-9.7
Cc1ccccc1C(=O)Nc1ccc(NC(=O)c2cccs2)cc1,-1.1%,u,1.7
CCOc1ccc(NC(=O)CSc2ncc3c(n2)-c2cc(Cl)ccc2N(C)S3(=O)=O)cc1,-3.3%,-0.3%,-17.4
Cc1cccc(C)c1OCC(=O)N(Cc1ccccc1F)C1CCS(=O)(=O)C1 (stereo not given),u,-6.7%,-9.8
COc1ccc(-c2noc(C(C)NC(=O)c3ccco3)n2)cc1 (stereo not given),-20.5%,-21.2%,-2.6
COc1ccc(NC(=O)Nc2c[nH]c(=O)[nH]c2=O)c(OC)c1,-15.6%,9.3%,-2.9
Cc1nn(C(=O)COc2ccccc2Br)c(C)c1Sc1ccccc1,6.2%,3.5%,5.9
COc1ccc(CN2CCCN(CC(=O)Nc3cc(C)ccc3C)S2(=O)=O)cc1,-12.1%,-13.8%,2.8
Cc1ccc(Nc2cc(C(=O)NC3CCCC3)c3ccccc3n2)cc1C,-2.5%,-7.4%,2.7
Cc1ccc(Nc2c(C(C)C)c(C)c(C#N)c3nc4ccccc4n23)cc1,u,-2.3%,0.6
COc1ccc(NC(=O)Cn2nnc3sc4c(c3c2=O)CCCC4)cc1,17.3%,5.0%,-19.0
COc1ccc(CNC(=O)c2cc3ccccn3n2)c(OC)c1,3.0%,10.2%,-12.3

# (continued)
SMILES,KB-3-1 cytotox,KB-V1 MDR tox,DRD3 agonist
CC(=O)Nc1ccc2nc(SCCOc3ccc(C)cc3)sc2c1,-0.2%,-3.4%,-10.4
COc1ccc(CCNC(=O)CSC2=Nc3ccccc3C3=NC(CCC(=O)NCc4ccccc4)C(=O)N23)cc1OC (stereo not given),-5.4%,1.5%,-11.0
COc1ccc(NC(=O)c2cccc(N3CCCS3(=O)=O)c2)cc1OC,1.1%,1.7%,-3.5
CCOc1ccccc1CNC(=O)CCCN1C(=O)CCn2nc(-c3cccn3C)cc21,-0.9%,0.8%,0.6
O=C(Cn1nc(N2CCN(c3ccccc3)CC2)ccc1=O)NCc1cccc(Cl)c1,-0.1%,1.0%,4.7
COc1ccc(C(=O)c2cn(Cc3ccccc3F)c3ccc(F)cc3c2=O)cc1,0.2%,-0.7%,-1.0
Cc1cn2c(=O)c(S(=O)(=O)N3CCN(c4cc(Cl)ccc4C)CC3)c(C)nc2s1,1.1%,13.9%,8.5
O=C(O)c1ccccc1NC(=O)N1c2ccccc2Sc2ccccc21,1.9%,13.6%,-6.8
O=[N+]([O-])c1cc(-c2nc(-c3ccccc3)no2)ccc1N1CCOCC1,-12.8%,-3.2%,4.9
Cc1ccc(CSc2ncc(Cl)c(C(=O)Nc3nnc(C)s3)n2)cc1,13.8%,9.3%,0.9
COc1ccccc1Cc1nc2ccccc2[nH]c1=O,7.7%,u,4.9
Cc1ccc(C)c(N2CCN(C(=O)c3cccn4c(=O)c5ccccc5nc34)CC2)c1,6.3%,-10.3%,6.8
Cc1ccc(S(=O)(=O)c2nnn3c2nc(NC2CCCCC2)c2sccc23)cc1,-11.1%,4.0%,4.5
Cc1cc(=O)n(Cc2ccc(F)cc2Cl)c2c1c(C)nn2C,3.2%,u,25.9
CC(C)(C)OC(=O)N1CCC(c2c(C(=O)NCCN3CCCC3)cnn2-c2ccc(Cl)cc2)CC1,-2.2%,19.6%,-13.8
Cc1cc(C)cc(NC(=O)C2CCCN2S(=O)(=O)c2cccc3nsnc23)c1 (stereo not given),2.1%,u,5.2
COc1ccc(NC(=O)Cn2c(=O)n(Cc3nc(C)no3)c(=O)c3cc4c(cc32)OCO4)cc1OC,16.3%,u,2.3
Cc1ccc(Cn2c(CO)cnc2SCC(=O)Nc2ccc(C)c(Cl)c2)cc1,2.5%,12.0%,-0.4
COc1ccc(-c2cn3nc(N4CCCC(C(=O)Nc5cccc(Cl)c5C)C4)sc3n2)cc1 (stereo not given),-10.1%,-14.3%,-10.7
